p53 reactivation = re-activators of mutant p53. H1299 p53-A138V BP100-luciferase reporter, luminescence, 24 h. 320,000 compounds, 0.063% hits. Potency, µM (series often up to 92.2 µM), for inactives: at the highest dose activity change, positive = activation, most hits filed as activators; further: potency means the concentration at half of the fitted maximal effect; % of control where 0% means no effect; nearly all actives have a fitted effect of over 45% in size
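H1299 (p53-null), stable ts p53-A138V + BP100-Luc; 1000 cells/well, Opti-MEM/10% FBS; cpd 4 pt, 1:5; 24 h, 37 deg C, 5% CO2; detection reagent 10 min RT; luminescence.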
RORg inh = inhibitors of mouse ROR gamma transcriptional activity | P51450 | Drosophila S2 Gal4-RORgamma UAS-luciferase reporter, 20 h | Potency, µM (top dose mostly 53.6 µM), for inactives: top-dose activity change, negative = inhibition, actives largely listed as inhibitors | 310,000 compounds, 5.4% hits | AID 2551; further: potency means the concentration at half of the fitted maximal effect; on the % scale 0 is the no-effect control and ±100 the full control effect; nearly all actives have a fitted effect of over 60% in size
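A Gal4/UAS one-hybrid system in insect cells: metallothionein-promoter Gal4–ROR gamma fusion plus Photinus luciferase reporter. Copper sulfate 700 uM final, 20 hr ambient incubation, luminescent detection after 10 min with reagent.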
NPC1 promoter act = NPC1 promoter activation | Huh7 NPC1 promoter luciferase reporter, 24 h | Potency, µM (doses to about 9.22 µM), without a hit: at the top dose activation, actives largely listed as activators | 320,000 compounds, 2.4% hits;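 further: potency means the concentration at half of the fitted maximal effect; % of control where 0% means no effect; nearly all actives have a fitted effect of over 60% in size; reporter is driven by a mutant NPC1 promoter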
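NPC1 promoter–luciferase Huh7 cells; 24 h compound; luminescence.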
Menin MLL FP TR = menin-MLL binding inhibition, Texas Red mutant peptide | O00255 | Menin + Texas Red MLL mutant peptide, fluorescence polarization | Potency, µM (top dose mostly 61.6 µM), without a hit: at the highest dose FP activity change, negative = inhibition, usual class: inhibitors | 270,000 compounds, 0.23% hits; active means well fitted inhibition curve with a large enough effect in the polarisation, with a control signal flat, not every such curve was filed as active; inconclusive means small, poorly fitted or top-dose-only effect, or effect the other way, or a change in a side signal; inactive means no such curve, though single readings can be large or run the other way; the % refers to the polarisation; further: potency means the concentration at half of the fitted maximal effect; % of control where 0% means no effect; many of its hits are not listed in these tables
Giardia killer = Giardia lamblia killing | Giardia lamblia trophozoite viability | activity change, % at 7.66 µM, hits read low | 340,000 compounds, 0.15% hits; in the data active means activity change below about -80%; inconclusive means between about -30% and that limit;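 further: parasites exposed to compound for two days anaerobically before the ATP read; on the % scale 0 is the no-effect control and ±100 the full control effect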
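Giardia trophozoites, 100 cells per well, were exposed to compounds for 48 hrs at 37 deg C under anaerobic conditions; viability was then read as ATP content by bioluminescence after 15-30 min at room temperature.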
ELG1 genotox = genotoxicity induction in ELG1-luciferase HEK293T cells; 330,000 compounds, 1.3% hits; HEK293T ELG1-luciferase reporter, luminescence, 16 h; AID 504466; Potency, µM (highest dose often 46 µM), without a hit: at the top dose activity change, positive = activation, usual class: activators; further: potency means the concentration at half of the fitted maximal effect; % of control where 0% means no effect; nearly all actives have a fitted effect of over 60% in size
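Genotoxic stress is detected as increased luminescence from luciferase-tagged ELG1 in HEK293T cells, measured with ONE-Glo after a 16 hr treatment at 37 °C.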
Rab9 prom act = activators of Rab9 promoter; Huh7 Rab9 promoter-luciferase reporter, luminescence, 24 h; Potency, µM (doses to about 9.22 µM), without a hit: at the highest dose activation, negative = inhibition, most hits filed as activators; 320,000 compounds, 2.8% hits; AID 485297; further: potency means the concentration at half of the fitted maximal effect; % of control where 0% means no effect; nearly all actives have a fitted effect of over 60% in size
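Luminescence from Amplite-detected luciferase (10 minutes, ambient) reports Rab9 promoter activation. Before that, stable Rab9-luciferase Huh7 cells (1500/well, reduced-serum OP-MEM I plus 10% FBS) were exposed to compound for 24 hours at 37C.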
PKM2 act = increases activity of human pyruvate kinase M2 | P14618 | purified PKM2, Kinase-Glo ATP luminescence, activation; response scale: 0% is enzyme alone, no compound | Potency, µM (doses to about 57.5 µM), without a hit: at the highest dose activation, actives largely listed as activators | 260,000 compounds, 0.34% hits | AID 1631; further: potency means the concentration at half of the fitted maximal effect; on the % scale 0 is the no-effect control and ±100 the full control effect; nearly all actives have a fitted effect of over 55% in size
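Kinase-Glo luminescence reports ATP generated from ADP (0.1 mM) and PEP (0.5 mM) by purified hPK-M2 after 1 h at room temperature, pH 7.2 imidazole buffer; intermediate enzyme activity allows detecting inhibitors and activators.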
BRCA1 expr up = activators of BRCA1 expression; MCF7-BRCA1-FFLuc reporter, luminescence, 48 h; response scale: scaled: vehicle 0%, 10 µM genistein 100%; Potency, µM (highest dose often 46.1 µM), for inactives: at the highest dose activation, hits mostly activators; 380,000 compounds, 1.1% hits; further: potency means the concentration at half of the fitted maximal effect; nearly all actives have a fitted effect of over 80% in size; some results filed as inactive show a strong effect at the top dose
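Quantitative HTS in MCF7 cells stably reporting BRCA1 expression via firefly luciferase. Compound treatment lasts 48 h at 37 °C in phenol-red free MEM. Activation is expressed relative to genistein at 10 microM and DMSO.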
FLuc counter = firefly luciferase modulation, counter-screen for miR-21 project; Potency, µM (titrated, usually from 57.5 µM), without a hit: at the top dose activity change, negative = inhibition, usual class: inhibitors; P08659; 360,000 compounds, 6.9% hits; AID 588342; purified FLuc, Km substrates, luminescence inhibition;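 further: potency means the concentration at half of the fitted maximal effect; plate controls were vehicle for no effect and reference inhibitor for full effect; nearly all actives have a fitted effect of over 55% in size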
Target sequence (P08659 whole entry, looked up): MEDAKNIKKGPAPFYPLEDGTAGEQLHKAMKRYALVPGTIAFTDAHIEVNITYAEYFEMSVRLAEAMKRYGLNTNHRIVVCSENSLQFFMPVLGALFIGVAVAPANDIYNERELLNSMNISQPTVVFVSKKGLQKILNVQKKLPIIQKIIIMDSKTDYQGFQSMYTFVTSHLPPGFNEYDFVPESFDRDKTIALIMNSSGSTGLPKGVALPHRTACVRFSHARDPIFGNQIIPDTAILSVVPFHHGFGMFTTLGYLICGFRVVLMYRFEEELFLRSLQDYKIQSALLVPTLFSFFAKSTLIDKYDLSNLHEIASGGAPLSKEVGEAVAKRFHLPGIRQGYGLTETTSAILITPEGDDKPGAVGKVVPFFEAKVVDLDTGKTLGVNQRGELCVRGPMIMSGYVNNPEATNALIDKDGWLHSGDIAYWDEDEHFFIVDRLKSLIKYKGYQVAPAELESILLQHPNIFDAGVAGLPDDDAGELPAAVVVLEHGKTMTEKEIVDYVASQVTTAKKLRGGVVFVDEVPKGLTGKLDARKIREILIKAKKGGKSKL
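Purified P. pyralis luciferase (10nM final) with 10uM D-luciferin and 10uM ATP (Km levels) in 50mM Tris acetate pH 7.5, 10mM Mg acetate, 0.01% Tween-20, 0.05% BSA; qHTS 6-point titration, ~60 µM downward; luminescence read.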
VP16 counter = inhibits Gal4-VP16 luciferase reporter, ROR gamma counter-screen; Drosophila S2 Gal4-VP16 UAS-luciferase, luminescence, 20 h; Potency, µM (doses to about 53.6 µM), without a hit: at the highest dose activity, negative = inhibition, hits mostly inhibitors; 310,000 compounds, 3.5% hits;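 further: Gal4-VP16 expression switched on by copper sulfate through the metallothionein promoter; potency means the concentration at half of the fitted maximal effect; on the % scale 0 is the no-effect control and ±100 the full control effect; nearly all actives have a fitted effect of over 50% in size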
The depositor's hits bear a star; ? = inconclusive; nt = no result given; [ ] = another dose, or the depositor's remark. Unless noted, the call rests on the fitted dose curve; in most records, active means well fitted curve in the direction sought with a large enough effect; inconclusive means small, poorly fitted or top-dose-only effect, or another doubt; inactive means no such curve, though single readings can be large; an effect the other way counts as inactive or inconclusive. These rows are one share of the data (hit frequency here may not be typical).

SMILES	p53 reactivation	RORg inh	NPC1 promoter act	Menin MLL FP TR	Giardia killer	ELG1 genotox	Rab9 prom act	PKM2 act	BRCA1 expr up	FLuc counter	VP16 counter
Cc1c(Cl)cccc1NC(=O)CN1C(=O)CSc2ncccc21	-4%	3%	0%	3%[11.7 µM]	nt	-9%	-15%	10%	nt	-1%	?
c1ccc(CNCCN2CCNCC2)nc1	-1%	-2%	20%	4%	-4	1%	-2%	-9%	1%	2%	10%
CCCCn1nnnc1SCC(=O)Nc1ccc2c(c1)OCCO2	3%	4%[10 µM]	11%	11%	24	7%	-6%	-3%	0%	-14%	1%
CNc1nnc(SCC(=O)N2c3ccccc3NC(=O)CC2C)s1 (stereo not drawn)	-7%	nt	0%	nt	9	2%	-2%	nt	0%	-1%	nt
CCCn1nc(C(=O)NC2CCCCCC2)c2ccccc2c1=O	-2%	nt	3%	nt	-10	0%	17%	nt	-38%	6%	nt
Cc1cc(C)n2cc(CSc3ccc(Cl)cc3)nc2n1	5%	-7%	18%	nt	-15	8%	24%	18%	52%	?	1%
CC(C)(C)c1n[nH]c2c1CCCC2	0%	11µM*	0%	5%	4	-1%	-1%	-5%	-17%	-1%	-21%
CCn1c(=O)c2c(nc(SCC(=O)N3CCC(C)CC3)n2C)n(C)c1=O	14%	7%	-4%	12%	23	-6%	5%	-10%	-9%	0%	-4%
Cc1ccc(CNC(=O)CCC2CCCN(C(=O)CCC(F)(F)F)C2)o1 (stereo not drawn)	3%	0%	6%	5%	32[activator]	0%	-13%	21%	-1%	3%	2%
O=C(COC(=O)/C=C/c1ccco1)NCc1ccccc1	1%	-9%	0%	0%	-7	0%	-3%	6%	15%	0%	-1%
CN(C)C1=NCCN1CCc1cccc(F)c1	nt	3%	1%	8%	28	2%	0%	-5%	-6%	0%	-1%
O=C(CN(C(=O)Cn1nnc(-c2ccc(F)cc2)n1)c1ccc(F)cc1)NC1CCCC1	11%	22%	-2%	-1%	2	-3%	1%	nt	-21%	-2%	8%
Cc1ccc(C)c(S(=O)(=O)N2CCCOC2CNC(=O)C(=O)NCc2cccnc2)c1 (stereo not drawn)	-3%	11%	-4%	-10%	9	-6%	4%	2%	17%	5%	-6%
O=C(NC1CCN(C(=S)NCc2ccco2)CC1)C1CCCCC1	-4%	42%	0%	-11%	-6	-1%	0%	4%	6%	-1%	17%
CCN(C(=O)c1ccccc1Cl)c1ccccc1	-8%	-14%[0.365 µM]	-4%	-22%	0	6%	-5%	10%	-21%	-1%	nt
NS(=O)(=O)c1ccc(NC(=S)N2CCCC2)cc1	14%	-9%	-1%	nt	-5	2%	19%	-2%	-15%	-1%	3%
Cc1ccc2c(C)c(C(=O)NCCc3ccco3)oc2c1C	-7%	19%	-1%	nt	-7	9%	7%	0%	21%	?	5%
CC1(C)CC(=O)C2=C(C1)Nc1cc3c(cc1C2c1ccc(F)cc1)OCO3 (stereo not drawn)	20%	10%	-2%	?	0	-1%	-4%	-1%	-12%	4%	4%
CC1CCN(C(=O)COC(=O)CSc2ccc(C(N)=O)cc2[N+](=O)[O-])CC1	-4%	nt	-3%	nt	7	5%	3%	nt	-18%	1%	nt
Cc1cccc(CN2CCN(Cc3ccco3)CC2)c1	nt	-1%[1.91 µM]	1%	0%	6	0%	-3%	1%	6%	2%	-10%
Cc1ccc(CN2C(=O)CCC2C(=O)NC2CC2)cc1 (stereo not drawn)	-1%	-5%	0%	-1%	24	-2%	1%	-3%	12%	1%	-6%
O=C(NC1=NCCS1)c1cc(-c2ccccc2)nn1-c1ccccc1	0%	-20%	12%	-10%	3	-1%	7%	-7%	-1%	1%	-3%
Cc1ccc(S(=O)(=O)NC(=O)NCc2ccccc2)cc1	-1%	23%	-1%	-3%	-6	-1%	2%	2%	-6%	-13%	6%
COc1ccc(-n2c(O)c(/C=N/n3cnnc3)c3ccccc3c2=O)cc1	1%	-8%	-1%	?	0	2%	0%	11%	15%	-24%	1%
CCN(CC)CC(=O)Nc1sc2c(c1C(=O)c1ccccc1C)CCC2	6%	7.1µM*	-3%	-20%	9	-5%	3%	-2%	-50%	0%	18µM*
Remaining list, next part:
SMILES	p53 reactivation	RORg inh	NPC1 promoter act	Menin MLL FP TR	Giardia killer	ELG1 genotox	Rab9 prom act	PKM2 act	BRCA1 expr up	FLuc counter	VP16 counter
CCN1CCN(Cc2ccc(NC(=O)c3ccc(C)c(NC(=O)c4nccn4C)c3)cc2C(F)(F)F)CC1	?	?	-3%	nt	-20	-2%	-2%	0%	7%	?	?
CN(C(=O)c1ccc2ccccc2c1)c1ccccn1	14%	23%	-1%	-2%	21	12%	14%	nt	12%	-2%	28%
CC(=O)Nc1ccc(SC[C@H](c2ccccc2)N2CCN(CCc3ccccc3)CCC2=O)cc1	7%	2%	0%	nt	nt	-1%	-2%	9%	nt	-18%	-1%
O=C(Nc1ccccc1O)c1cc(S(=O)(=O)N2CCOCC2)ccc1Cl	3%	3%	-2%	0%	-21	-4%	-12%	-4%	-3%	-3%	1%
O=C(NCN1CCN(c2ccccc2F)CC1)c1cccnc1	1%	24%	0%	-12%	2	-4%	0%	-13%	-6%	-9%	0%
COc1ccccc1CCC(=O)Nc1ccc(OC)c(S(=O)(=O)N2CCOCC2)c1	0%	nt	-5%	nt	9	1%	-2%	nt	-4%	1%	nt
CCOc1ccccc1NC(=S)N1CCC(NC(=O)c2ccco2)CC1	-1%	-7%	-4%	5%	5	0%	-1%	1%	0%	1%	-9%
COc1cc(NS(=O)(=O)c2ccc(C)cc2C)cc(OC)c1OC	1%	?	-20%	16%	-3	3%	-24%	?	-83%	4%	?
COc1cccc(CN(C)CC(=O)Nc2ccccc2C(=O)Nc2ccccc2)c1	0%	25%	-2%	21%	15	-6%	0%	0%	-33%	-4%	-19%
CC(C)(C)n1nnnc1C(c1ccccn1)N(Cc1ccccc1)Cc1ccc(Cl)cc1 (stereo not drawn)	nt	?	nt	?	7	nt	nt	5%	-58%	2%	?

Complete entries as entered above. Values in the order: p53 reactivation | RORg inh | NPC1 promoter act | Menin MLL FP TR | Giardia killer | ELG1 genotox | Rab9 prom act | PKM2 act | BRCA1 expr up | FLuc counter | VP16 counter
COc1cc(NS(=O)(=O)c2ccc(C)cc2C)cc(OC)c1OC as listed: 1% | ? | -20% | 16% | -3 | 3% | -24% | ? | -83% | 4% | ?
CC(C)(C)n1nnnc1C(c1ccccn1)N(Cc1ccccc1)Cc1ccc(Cl)cc1 (stereo not drawn) as listed: nt | ? | nt | ? | 7 | nt | nt | 5% | -58% | 2% | ?

3 records picked at random from the list so far:
SMILES	p53 reactivation	RORg inh	NPC1 promoter act	Menin MLL FP TR	Giardia killer	ELG1 genotox	Rab9 prom act	PKM2 act	BRCA1 expr up	FLuc counter	VP16 counter
O=C(Nc1ccccc1O)c1cc(S(=O)(=O)N2CCOCC2)ccc1Cl	3%	3%	-2%	0%	-21	-4%	-12%	-4%	-3%	-3%	1%
CCOc1ccccc1NC(=S)N1CCC(NC(=O)c2ccco2)CC1	-1%	-7%	-4%	5%	5	0%	-1%	1%	0%	1%	-9%
COc1cc(NS(=O)(=O)c2ccc(C)cc2C)cc(OC)c1OC	1%	?	-20%	16%	-3	3%	-24%	?	-83%	4%	?

Screening data as filed in PubChem BioAssay.
